Source: PubChem (Johns Hopkins Ion Channel Center)
MrgX1 antagonist – blocks BAM8-22 activation of human MrgX1 receptor. Q96LB2. MRGX1-HEK293 calcium flux, Fluo-4, BAM8-22 antagonism; stronger effect = lower value. B-score at 10 µM. actives 1.3% (n = 310,000). AID 588676;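 active = calcium-response B-score plate-corrected more than 3 library SD below zero, starting fluorescence within 5 deviations, no agonist response on first addition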;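 also: peak minus trough fluorescence over baseline after final BAM8-22 challenge near maximal dose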
TRPC6 inh – blocks the mouse TRPC6 cation channel. HEK293-TRPC6, membrane potential dye, ACh-evoked depolarization; stronger effect = lower value. B-score at 10 µM. AID 2553. actives 1.1% (n = 310,000);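 active = B-score under library mean minus 3 SD, initial fluorescence not abnormally high, positive integrated signal ratio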;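 also: B-score derived from integrated fluorescence ratio over the kinetic read; more negative B-score means stronger inhibition of depolarization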
Target sequence (Q61143 whole entry, looked up): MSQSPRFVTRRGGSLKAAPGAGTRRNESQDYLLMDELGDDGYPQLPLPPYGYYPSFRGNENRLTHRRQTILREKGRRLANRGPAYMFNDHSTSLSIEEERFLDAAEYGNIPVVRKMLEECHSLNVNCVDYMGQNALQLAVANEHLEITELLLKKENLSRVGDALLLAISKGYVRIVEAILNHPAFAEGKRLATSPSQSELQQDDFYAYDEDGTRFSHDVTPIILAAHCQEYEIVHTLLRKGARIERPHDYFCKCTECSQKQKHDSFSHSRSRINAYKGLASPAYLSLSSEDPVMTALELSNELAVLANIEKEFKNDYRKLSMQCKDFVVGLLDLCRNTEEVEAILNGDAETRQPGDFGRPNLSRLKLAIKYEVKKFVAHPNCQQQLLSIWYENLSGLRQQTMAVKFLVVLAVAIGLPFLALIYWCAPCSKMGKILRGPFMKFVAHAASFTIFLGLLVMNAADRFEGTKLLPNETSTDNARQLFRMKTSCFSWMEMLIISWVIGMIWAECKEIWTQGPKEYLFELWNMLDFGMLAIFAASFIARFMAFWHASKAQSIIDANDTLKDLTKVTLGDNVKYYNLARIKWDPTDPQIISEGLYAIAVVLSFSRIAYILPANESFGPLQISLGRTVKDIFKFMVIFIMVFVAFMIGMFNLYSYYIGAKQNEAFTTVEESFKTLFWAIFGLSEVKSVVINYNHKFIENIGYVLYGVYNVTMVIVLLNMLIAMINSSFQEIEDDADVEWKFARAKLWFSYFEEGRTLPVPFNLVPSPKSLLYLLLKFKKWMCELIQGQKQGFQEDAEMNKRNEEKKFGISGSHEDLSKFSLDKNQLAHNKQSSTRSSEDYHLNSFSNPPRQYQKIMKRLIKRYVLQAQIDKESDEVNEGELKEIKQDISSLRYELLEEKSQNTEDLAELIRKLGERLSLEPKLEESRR
MrgX1 ag – agonists of human MrgX1 receptor; MrgX1-HEK293 cells, Fluo-4 calcium fluorescence, agonist mode; stronger effect = higher value; actives 0.44% (n = 310,000); B-score at 10 µM;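 active = calcium response B-score plate-corrected fluorescence ratio at least 3 library SD, with starting fluorescence B-score inside 5 SD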
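System: HEK293 cells stably expressing human MrgX1 receptor; Dosing: test compound in the initial addition of three; Schedule: overnight plating, then 30 min 37 °C plus 30 min room-temperature dye loading; Detection: kinetic calcium dye fluorescence, Fluo-4 NW; Controls: per-plate positive and negative controls for Z′ factor.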
TRPC4 inh – TRPC4 (mouse) channel inhibition; Q9QUQ5; HEK293 TRPC4beta/mu-opioid, DAMGO-evoked Fluo4 calcium flux; stronger effect = lower value; B-score at 10 µM; actives 0.39% (n = 300,000);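 active = B-score over 3 SD under the library average, no early fluorescence shift, positive overall ratio signal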
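Material: HEK293 cells with stable TRPC4beta plus mu-opioid receptor expression / Probe or stimulus: DAMGO in two steps, submaximal then maximal / Compound: single concentration per test compound / Technique: kinetic Fluo4 fluorescence imaging of calcium influx / Read-out: per-well B score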
TRPC4 potent – allosteric potentiators of mouse TRPC4 channel. Q9QUQ5. actives 0.42% (n = 310,000). HEK293 TRPC4beta/mu-opioid, DAMGO EC20, Fluo-4 Ca2+ flux; stronger effect = higher value. AID 2227. B-score at 10 µM;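 active = B-score of calcium response area above 5 SD of library B-scores, with initial fluorescence ratio within 5 SD of library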;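 also: B-score of integrated fluorescence ratio over time as area under calcium response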
TRPC4 act – TRPC4 (mouse) channel activation. HEK293 TRPC4beta/mu-opioid, Fluo4 calcium fluorescence; stronger effect = higher value. B-score at 10 µM. actives 0.49% (n = 310,000);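 active = B-score above 5 SD of library B-scores, and initial fluorescence ratio not above library mean plus 5 SD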;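 also: positive B-score marks a calcium rise read as TRPC4 activation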
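Technique: kinetic Fluo4 calcium fluorescence; Test system: TRPC4beta and mu-opioid receptor HEK293 stable cells; Measure: B-scored integrated calcium fluorescence ratio; Benchmarks: low control buffer alone, high control maximal DAMGO; Schedule: 45 min room-temperature Fluo4 loading, 110 s read.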
ANO1 activ – activators or potentiators of mouse TMEM16A chloride channel; HEK293 TMEM16A/YFP-H148Q/I152L, iodide quench fluorescence; stronger effect = lower value; B-score at 10 µM; actives 0.3% (n = 340,000);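 active = fluorescence-ratio B-score plate-corrected deviation score at least 3 library SD below zero, with starting fluorescence score within 5 deviations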;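 also: channel opened by trigger with iodide after compound preincubation; score built on the fluorescence ratio of max minus min over baseline; more negative score means more quench and so TMEM16A activation or potentiation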
TRPC6 activator – mouse TRPC6 channel activation; Q61143; HEK293-TRPC6 membrane potential dye fluorescence; stronger effect = higher value; B-score at 10 µM; actives 0.13% (n = 310,000); AID 2550;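 active = B-score of the integrated fluorescence ratio above library mean plus 3 SD, and starting fluorescence ratio within library mean plus 5 SD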;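 also: higher score means more depolarization so channel activation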
MrgX1 allo act – human MrgX1 positive allosteric modulation, primary screen; MrgX1-HEK293, Fluo-4 calcium flux, FDSS; stronger effect = higher value; B-score at 10 µM; actives 0.63% (n = 310,000); AID 588675;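 active = plate-corrected calcium response at least 3 library SD above typical, normal starting fluorescence, not activating the receptor alone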;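 also: compound read alongside a low EC10 to EC30 dose of BAM8-22 agonist; peak minus trough fluorescence over baseline measured at the second addition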
RGS4 block – inhibitors of human RGS4; P49798; HEK293 M3R/RGS4 inducible, Fluo-4 calcium flux; stronger effect = higher value; triggered by carbachol at its EC20; B-score at 10 µM; actives 0.45% (n = 310,000); AID 463165;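 active = B-score, a plate-corrected calcium signal, over three deviations above library mean, with baseline fluorescence within five deviations of library mean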;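 also: RGS4 expression induced by doxycycline in cells with stable M3 receptor; B-score is computed from the integrated fluorescence ratio over baseline after carbachol; higher B-score means a larger calcium signal and so more RGS4 inhibition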
Target sequence (P49798 whole entry, looked up): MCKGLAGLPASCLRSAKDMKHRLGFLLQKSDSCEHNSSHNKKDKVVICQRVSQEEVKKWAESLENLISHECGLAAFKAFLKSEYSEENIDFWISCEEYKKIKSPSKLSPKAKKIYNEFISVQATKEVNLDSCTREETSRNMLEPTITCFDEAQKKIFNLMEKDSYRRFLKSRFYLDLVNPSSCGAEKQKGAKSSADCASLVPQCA
ANO1 block – inhibitors of mouse TMEM16A calcium-activated chloride channel; Q8BHY3; HEK293 TMEM16A/YFP iodide influx fluorescence, ionomycin; normalized B-score (activity score, 25-100; higher = stronger inhibition) at 10 µM; actives 1.2% (n = 310,000); AID 588511;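 active = ratio plate-corrected score three or more library SD toward inhibition, starting fluorescence score within five deviations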;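 also: score derived from kinetic fluorescence span divided by baseline fluorescence per well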
Active calls of the source: *; i = inactive; / = no result given. Compounds as they come; 5.8% or so of the library scored in one or more.

Values run as follows: MrgX1 antagonist, TRPC6 inh, MrgX1 ag, TRPC4 inh, TRPC4 potent, TRPC4 act, ANO1 activ, TRPC6 activator, MrgX1 allo act, RGS4 block, ANO1 block
- CC(O)CNCCNCc1c(OCc2ccccc2)ccc2ccccc12 (configuration not stated)
 : i, -7.9*, i, i, i, i, i, i, i, i, i
- CC(C)c1nnc(NC(=O)CCC(=O)NC2CCCc3ccccc32)s1 (configuration not stated)
 : i, i, i, i, i, i, i, i, i, i, i
- O=C(c1ccc(Oc2cc(Cl)cc(Cl)c2)o1)N1CCCCC1
 : i, -5.6*, i, i, i, i, i, i, i, i, i
- COc1ccc(NC(=O)CN(C)S(=O)(=O)c2ccc3c(c2)CCCN3C(C)=O)cc1
 : i, i, i, i, i, i, i, i, i, i, i
- O=C(CCNC(=O)c1ccc(Br)cc1)NCc1cccnc1
 : i, i, i, i, i, i, i, i, i, i, i
- O=c1[nH]c2cc(Cl)cc(Cl)c2[nH]c1=O
 : i, i, i, i, i, i, i, i, i, i, i
- COc1ccc(-c2cc3nc(C)n(N)c(=O)c3s2)cc1
 : i, i, i, i, i, i, i, i, i, i, i
- CN(c1ccc(C(=O)NC2CCCCC2)cc1)S(=O)(=O)c1ccccc1
 : i, i, i, i, i, i, i, i, i, i, i
- Cc1cccc2cc(CN(Cc3cccnc3)C(=S)NCCCN(C)C)c(=O)[nH]c12
 : i, i, i, i, i, i, i, i, i, i, i
- C[C@@H]1CN(Cc2nc(Cc3ccccc3F)no2)C[C@H](C)O1
 : i, i, i, i, i, i, i, i, i, i, i
- N#Cc1ccc(S(=O)(=O)NC2CC2)cc1
 : i, i, i, i, i, i, i, i, i, i, i
- COc1ccc(/C=C/C(=O)C2CC2)cc1COc1c(C)cccc1C
 : i, i, i, i, i, i, i, i, i, i, i
- COc1ccc(-c2csc(C3=C(O)CN(Cc4ccc(S(N)(=O)=O)cc4)C3=N)n2)cc1OC
 : i, i, i, i, i, i, i, i, i, i, i
- COc1ccc(C(=O)Nc2ccc(S(=O)(=O)N3CCCCC3)cc2)cc1OC
 : i, i, i, i, i, i, i, i, i, i, i
- Cc1ccc(NC(=O)c2ccc(S(=O)(=O)N3CCOCC3)cc2)cc1
 : i, i, i, i, i, i, i, i, i, i, i
- CN1CCOc2cc(S(=O)(=O)Nc3ccc(F)cc3)ccc21
 : i, i, i, i, i, i, i, i, i, i, i
- Cc1ccc(SCC(=O)Nc2ccccc2C(=O)N2CCOCC2)cc1
 : i, i, i, i, i, i, i, i, i, i, i
- CCOc1ccc(N(CC(=O)Nc2cccc(OC)c2)S(C)(=O)=O)cc1
 : i, i, i, i, i, i, i, i, i, i, i
- CC1CN(Cc2nc3ccccc3c(=O)[nH]2)CC(C)O1 (configuration not stated)
 : i, i, i, i, i, i, i, i, i, i, i
- CC1CN(c2ccc([N+](=O)[O-])cc2F)CCN1C(=O)c1ccco1 (configuration not stated)
 : i, i, i, i, i, i, i, i, i, i, i
- O=C(Nc1cccc(F)c1)/C(=C\c1ccco1)NC(=O)c1cccs1
 : i, i, i, i, i, i, i, i, i, i, i
- Cc1cc(=O)[nH]c(N/N=C/c2c(C)nn(-c3ccccc3Cl)c2Cl)n1
 : i, i, i, i, i, i, i, i, i, i, i
- COc1ccc(-c2ccc(C(=S)N3CCN(C(C)=O)CC3)o2)cc1
 : i, i, i, i, i, i, i, i, i, i, i
- COc1ccc2[nH]c(=O)c(CNC3CCCCC3)cc2c1
 : i, i, i, i, i, i, i, i, i, i, i
- O=C(Nc1cccc(F)c1)Nc1cnccn1
 : i, i, i, i, i, i, i, i, i, i, i
- CCS(=O)(=O)c1ccc(-c2cccc(NC(=O)c3ccc(Br)o3)c2)nn1
 : i, i, i, i, i, i, i, i, i, i, i
- Cc1ccc(CNC(=O)CCS(=O)(=O)c2ccc3nc(C)sc3c2)cc1
 : i, i, i, i, i, i, i, i, i, i, i
- O=C(CSc1nnc(-c2ccccc2)o1)N1CCN(c2ccccc2)CC1
 : i, i, i, i, i, i, i, i, i, i, i
- N=C1/C(=C/c2cccn2-c2ccc([N+](=O)[O-])cc2)C(=O)N=C2SC=CN12
 : i, i, i, i, i, i, i, i, i, i, i
- O=C1c2cccc3cccc(c23)C(=O)N1Cc1cccnc1
 : i, i, i, i, i, i, i, i, i, i, i
- COc1ccc(-c2csc3ncnc(NCCO)c23)cc1
 : i, i, i, i, i, i, i, i, i, i, i
- O=C(Nc1ccccc1C(=O)NCc1ccccc1)c1ccco1
 : i, i, i, i, i, i, i, i, i, i, i
- CC(OC(=O)Cc1n[nH]c(=O)c2ccccc12)C(=O)Nc1ccc(Cl)cn1 (configuration not stated)
 : i, i, i, i, i, i, i, i, i, i, i
- CC1CC(Nc2cccc(O)c2)=CC(=O)O1 (configuration not stated)
 : i, i, i, i, i, i, i, i, i, i, i
- O=S(=O)(c1ccc(Cl)s1)N1CCN(c2ncccn2)CC1
 : i, i, i, i, i, i, i, i, i, i, i
- CNC(=O)CNC(=O)Nc1ccc(Cl)c(Cl)c1
 : i, i, i, i, i, i, i, i, i, i, i
- C/C(=N/NC(=O)c1cc2ccccc2cc1O)c1ccco1
 : i, i, i, i, i, i, i, i, i, i, i
- CCCN(CCC)C(=S)NC(=O)c1ccc(Cl)cc1Cl
 : i, i, i, i, i, i, i, i, i, i, i
- Cc1nn(CC(=O)NC(C)c2ccccc2)c(=O)c2ccccc12 (configuration not stated)
 : i, i, i, i, i, i, i, i, i, i, i
- O=C(Nc1ccc(Cl)cc1N1CCOCC1)C1CCCO1 (configuration not stated)
 : i, i, i, i, i, i, i, i, i, i, i
- CC(C)(C)c1ccc(C2(C)NC(=O)NC2=O)cc1 (configuration not stated)
 : i, i, i, i, i, i, i, i, i, i, i
- COC(=O)c1sccc1NC(=O)CSc1nnnn1-c1ccccc1F
 : i, i, i, i, i, i, i, i, i, i, i
- CCCCOC(=O)Nc1nnc(/C=C/c2ccc(OC)cc2)s1
 : i, i, i, i, i, i, i, i, i, i, i
- CN1CCCC1CCNC1C2CC3CC(C2)CC1C3 (configuration not stated)
 : i, i, i, i, i, i, i, i, i, i, i
- CC1CCc2sc(-c3n[nH]c(=S)o3)cc2C1 (configuration not stated)
 : i, i, i, i, i, i, i, i, i, i, i
- Cc1nnc(NC(=O)C2C3C=CC(O3)C2C(=O)O)s1 (configuration not stated)
 : i, i, i, i, i, i, /, i, i, i, i
- CCOC(=O)c1ccc(NC(=O)NCCc2ccccc2OC)cc1
 : i, i, i, i, i, i, i, i, i, i, i
- O=C(CCN1C(=O)c2ccccc2C1=O)C1=NN[C@@H]2C(=O)N(c3cccc(F)c3)C(=O)[C@H]12
 : i, i, i, i, i, i, i, i, i, i, i
- CCCC(=O)Oc1cccc(C2NC(=O)c3ccccc3O2)c1 (configuration not stated)
 : i, i, i, i, i, i, i, i, i, i, i
- O=C1OC(N2CCN(C(=O)C3CCCO3)CC2)c2ccccc21 (configuration not stated)
 : i, i, i, i, i, i, i, i, i, i, i
- Cn1c(=O)c(=O)n(C)c2cc(S(=O)(=O)CCC(=O)N3CCOCC3)ccc21
 : i, i, i, i, i, i, i, i, i, i, i
- CCc1nnc(NC(=O)C2=CCN(S(=O)(=O)c3ccccc3)CC2)s1
 : i, i, i, i, i, i, i, i, i, i, i
- COC(=O)CCC(=O)NNC(=O)c1ccc([N+](=O)[O-])cc1
 : i, i, i, i, i, i, i, i, i, i, i
- COc1ccc2cnn(-c3ccc(OC(F)(F)F)cc3)c(=O)c2c1OC
 : i, i, i, i, i, i, i, i, i, i, i
- COc1ccc(S(=O)(=O)N2CCCCC2)cc1C(=O)Nc1cc(C)on1
 : i, i, i, i, i, i, i, i, i, i, i
- COc1ccc(N=Nc2c(C)[nH]c3ccccc23)cc1
 : i, i, i, i, i, i, i, i, i, i, i
- CCc1ccc2c(CN3CCc4ccccc43)cc(=O)oc2c1
 : i, i, 38*, i, i, i, i, i, i, i, i
- Cc1ccc(NCc2nnc(SCC(=O)NNC(=O)Cc3ccccc3)n2C)cc1
 : i, i, i, i, i, i, i, i, i, i, i
- CCOc1cccc(CNCCSc2nnnn2C)c1
 : i, i, i, i, i, i, i, i, i, i, i
- Cc1ccc(C2C(N)C(=O)N2c2ccc(C)cc2)cc1 (configuration not stated)
 : i, i, i, i, i, i, /, i, i, i, i

The listing continues.
Values run as follows: MrgX1 antagonist, TRPC6 inh, MrgX1 ag, TRPC4 inh, TRPC4 potent, TRPC4 act, ANO1 activ, TRPC6 activator, MrgX1 allo act, RGS4 block, ANO1 block
- CCOC(=O)c1sc(C)c(C(=O)NCC(C)(C)CN(C)C)c1N
 : i, i, i, i, i, i, i, i, i, i, i
- CCN(c1cccc(C)c1)C(C(=O)Nc1ccc(OC)cc1)c1cc2c(cc1[N+](=O)[O-])OCO2 (configuration not stated)
 : i, i, i, i, i, i, i, i, i, i, i
- CCCS(=O)(=O)N1CCC(C(=O)Oc2ccc(OC)cc2)CC1
 : i, i, i, i, i, i, i, i, i, i, i
- CCOc1ccc(S(=O)(=O)N2CCC(C(=O)N3CCOCC3)CC2)cc1C
 : i, i, i, i, i, i, i, i, i, i, i
- Cc1ccc(C(=O)Nc2ccccc2SCC2CSc3nc4ccccc4c(=O)n32)cc1 (configuration not stated)
 : i, i, i, i, i, i, i, i, i, i, i
- COCCNC(=O)COC(=O)c1nsc(Cl)c1Cl
 : i, i, i, i, i, i, i, i, i, i, i
- O=C(COc1ccccc1)N1CCN(S(=O)(=O)Cc2ccccc2)CC1
 : i, i, i, i, i, i, i, i, i, i, i
- CSc1ccccc1NC(=O)CN(C)C(=O)c1ccc2c(c1)OCCO2
 : i, i, i, i, i, i, i, i, i, i, i

Structures listed above that bear a hit mark in MrgX1 ag.
mol,MrgX1 antagonist,MrgX1 ag,TRPC4 inh,TRPC4 potent,TRPC4 act,ANO1 activ,TRPC6 activator,RGS4 block
CCc1ccc2c(CN3CCc4ccccc43)cc(=O)oc2c1,i,38*,i,i,i,i,i,i
